Screens (PubChem)
PG9 binder = small molecules binding HIV-1 gp120 antibody PG9; 360,000 compounds, 0.43% hits; inhibition, % at 6.7 µM; TR-FRET gp120-PG9 antibody binding; in the data active = inhibition above about 8.5%
ssDAF12 agonist = activates DAF-12 receptor from parasite S. stercoralis; HEK293 ssDAF-12/GRIP1 lit1-tk-luc reporter, luminescence; % of 3 µM dafachronic acid response; AID 652126; activation, % at 6.8 µM; 370,000 compounds, 1% hits;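 active = activation above the mean over all tested compounds plus 3 SD, cut at about 0.9% in these data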;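 note: 0% = DMSO-only wells and 100% = 3 µM delta7-dafachronic acid wells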
DAX1 inh-1 = inhibits human nuclear receptor DAX1; inhibition, % at 6.75 µM; 340,000 compounds, 0.99% hits; HEK293 Gal4-DAX1 luciferase reporter, luminescence; AID 504766;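 active = inhibition above the mean over all tested compounds plus 3 SD, cut at about 4.2% in these data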;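 note: 0% = DAX1-transfected cells with DMSO and 100% = empty-vector control cells with DMSO; inhibition shows as a rise in luminescence from relieved DAX1 repression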
Target sequence (P51843 207-470 limits assumed): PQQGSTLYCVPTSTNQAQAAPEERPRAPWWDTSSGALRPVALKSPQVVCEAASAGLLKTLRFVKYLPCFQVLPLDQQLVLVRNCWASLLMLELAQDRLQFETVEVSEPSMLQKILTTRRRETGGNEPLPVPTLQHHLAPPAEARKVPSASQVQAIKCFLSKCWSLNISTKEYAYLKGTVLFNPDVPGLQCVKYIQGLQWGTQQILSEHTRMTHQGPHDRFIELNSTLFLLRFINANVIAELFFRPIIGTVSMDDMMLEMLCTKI
DAX1 inh-2 = blocks DAX1 repression of SF-1 activated StAR promoter. HEK293T StAR-luciferase reporter, SF-1/DAX-1 repression relief. inhibition, % at 6.8 µM. 370,000 compounds, 1.1% hits. AID 652010;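 active = inhibition above the mean over all tested compounds plus 3 SD, cut at about 3.6% in these data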;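 note: 0% = DAX-1 cells with DMSO and 100% = cells lacking DAX-1 with DMSO; higher inhibition means more luminescence from relief of DAX-1 repression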
ADAM17 inh = inhibitors of human ADAM17; P78536; recombinant ADAM17, EDANS/DABCYL FRET peptide cleavage; inhibition, % at 6.95 µM; 370,000 compounds, 0.83% hits;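 active = inhibition above the mean of compounds lying between control limits plus 3 SD, set per campaign, cut at about 8.5% in these data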;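 note: 0% = DMSO-only wells as the low control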
FXN GAA850 act = activators of GAA850 frataxin (FXN) promoter; 360,000 compounds, 0.56% hits; activation, % at 6 µM; HEK293 lucGAA850 FXN promoter luciferase reporter, 24 h; percent of 10 µM SAHA response; AID 540364;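 active = activation above the average of all compounds screened plus 3 SD, cutoff fixed separately per campaign, cut at about 7.5% in these data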;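 note: 0% = DMSO wells and 100% = 10 µM SAHA wells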
SMARCA2 activ = SMARCA2 function activation, primary screen. MG213 cells, MMTV-luciferase reporter, dexamethasone, overnight. activation, % at 9.1 µM. 370,000 compounds, 1% hits. AID 652017; in the data active = activation above about 7.8%;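 note: 0% = vehicle wells and 100% = reference activator wells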
hgDAF-12 ag = agonists of H. glycines DAF-12 nuclear receptor; HEK293 GAL4-hgDAF12 UAS-luciferase reporter, agonist luminescence; normalized to butyrate control; activation, % at 6.8 µM; 370,000 compounds, 1.8% hits;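 active = activation above a cutoff set at the mean of all screened compounds plus 3 SD, cut at about 10% in these data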;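 note: 0% = DMSO wells and 100% = sodium butyrate wells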
NPR1 activator = GC-A (human) enzyme activation; P16066; HEK293 GC-A cells, cGMP TR-FRET, EC30 ANP; 0% at EC30 ANP, 100% saturating ANP; activation, % at 10 µM; 370,000 compounds, 0.14% hits; AID 1671463; in the data active = activation above about 40%
ADAM10 inh = inhibitors of human ADAM10. O14672. recombinant ADAM10, EDANS/DABCYL FRET peptide cleavage, 3 h. inhibition, % at 7 µM. 370,000 compounds, 0.62% hits. AID 720582;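 active = inhibition above a per-campaign cutoff equal to the mean of compounds falling between control-based bounds plus 3 SD, cut at about 20% in these data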;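 note: 0% = DMSO wells while the 100% control is not disclosed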
Target sequence (O14672 214-748 limits assumed): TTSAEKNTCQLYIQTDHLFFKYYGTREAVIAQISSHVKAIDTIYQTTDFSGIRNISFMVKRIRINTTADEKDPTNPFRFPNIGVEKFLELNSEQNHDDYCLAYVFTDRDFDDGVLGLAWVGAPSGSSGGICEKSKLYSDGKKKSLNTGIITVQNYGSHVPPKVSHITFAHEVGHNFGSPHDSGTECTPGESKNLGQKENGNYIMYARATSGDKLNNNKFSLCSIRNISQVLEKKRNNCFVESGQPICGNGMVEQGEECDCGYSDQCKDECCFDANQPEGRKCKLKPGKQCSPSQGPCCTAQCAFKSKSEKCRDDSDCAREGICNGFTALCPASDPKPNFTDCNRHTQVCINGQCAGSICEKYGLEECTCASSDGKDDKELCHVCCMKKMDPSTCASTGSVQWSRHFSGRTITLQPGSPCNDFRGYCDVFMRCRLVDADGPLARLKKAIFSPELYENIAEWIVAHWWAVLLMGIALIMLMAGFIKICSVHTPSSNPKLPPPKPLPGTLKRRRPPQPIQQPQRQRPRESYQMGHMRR
hcDAF12 agonist = activates DAF-12 receptor from parasite H. contortus | activation, % at 6.8 µM | AID 652067 | HEK293 hcDAF-12 lit1-tk-luc reporter, luminescence; 0% DMSO, 100% Δ7-dafachronic acid | 370,000 compounds, 1.4% hits;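 active = activation above the mean of all tested compounds plus 3 SD, cut at about 5.5% in these data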;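 note: 100% = response to 3 µM Δ7-dafachronic acid high control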
* = called active by the depositor; x = no result given.

Order of results – PG9 binder	ssDAF12 agonist	DAX1 inh-1	DAX1 inh-2	ADAM17 inh	FXN GAA850 act	SMARCA2 activ	hgDAF-12 ag	NPR1 activator	ADAM10 inh	hcDAF12 agonist
> C[C@H]1COc2cc(Br)ccc2S(=O)(=O)N1Cc1cn(CCC2OCCO2)nn1
→ x	-0.5	x	-0.2	-2	x	-5	0.2	2	-6	-0.8
> COc1cc2c(cc1OC)CN(c1ccc([N+](=O)[O-])cc1Cl)CC2
→ 3.7	-2.0	-0.3	-1.6	-3	4.8	-4	-4.6	15	-4	-1.3
> Nc1nnc(Cc2ccc(Cl)cc2Cl)s1
→ -2.0	-1.0	0.2	-0.5	-2	-0.8	-1	-1.5	-1	10	0.1
> O=C(NC1=NC2(C=C3CCCCC3n3c(=O)n(-c4ccccc4)c(=O)n32)CN1CC1CC1)c1ccccc1 (stereo not drawn)
→ x	-2.0	x	0.1	0	x	-2	-0.6	0	7	-2.7
> COC(=O)CNC(=O)C(C)NC(=O)CNC(=O)OCc1ccccc1 (stereo not drawn)
→ 0.4	-1.2	0.8	0.1	3	-1.8	0	3.9	-6	8	0.4
> CN(C)C(=O)c1ccc(NC(=O)COC(=O)c2cc3c(s2)CCCCC3)cc1
→ -0.7	-0.3	0.0	-1.0	-4	0.1	-2	2.4	2	-9	-0.8
> CCOc1ccc(-c2c(C(=O)N/N=C/c3ccncc3)nnn2-c2nonc2N)cc1
→ -1.2	-1.6	-0.6	-0.8	-1	-0.8	2	0.7	-4	10	-1.4
> O=C1[C@H]2CCCC[C@H]2C(=O)N1CCCCN1CCN(c2nsc3ccccc23)CC1
→ -0.7	-0.8	-1.2	-0.8	-10	0.0	-7	-1.7	4	-14	-1.5
> CC(C)(C)NC(=S)Nc1ccc(Br)cc1
→ 2.1	-1.2	0.3	-0.2	-3	-0.7	-2	-0.7	-1	-9	-1.0
> O=C(CCC1CCCC1)N1CCN(C(=O)C2CC2)CC1
→ -1.8	-0.7	1.1	0.8	5	0.9	2	-2.7	1	12	0.3

3 compounds from above, limited to hcDAF12 agonist, ssDAF12 agonist and DAX1 inh-2:
molecule,hcDAF12 agonist,ssDAF12 agonist,DAX1 inh-2
COC(=O)CNC(=O)C(C)NC(=O)CNC(=O)OCc1ccccc1 (stereo not drawn),0.4,-1.2,0.1
CN(C)C(=O)c1ccc(NC(=O)COC(=O)c2cc3c(s2)CCCCC3)cc1,-0.8,-0.3,-1.0
CCOc1ccc(-c2c(C(=O)N/N=C/c3ccncc3)nnn2-c2nonc2N)cc1,-1.4,-1.6,-0.8

Other structures
Order of results – PG9 binder	ssDAF12 agonist	DAX1 inh-1	DAX1 inh-2	ADAM17 inh	FXN GAA850 act	SMARCA2 activ	hgDAF-12 ag	NPR1 activator	ADAM10 inh	hcDAF12 agonist
> O=C(NC1(O)C(=O)c2ccccc2C1=O)c1ccc(C(F)(F)F)cc1
→ 0.7	-1.0	x	-0.3	-1	1.8	-4	-3.2	4	-5	-2.7
> CCN(c1ccccc1)S(=O)(=O)c1ccc(Cl)c(C(=O)OCC(=O)c2[nH]c(C)c(C(C)=O)c2C)c1
→ -3.0	-1.6	1.2	-0.4	2	0.6	-4	0.6	-3	14	-1.4
> COc1ccc(OC)c(-c2nc(C(=O)NCC3CCCO3)cc3c2[nH]c2ccccc23)c1 (stereo not drawn)
→ -1.4	-0.6	-1.3	-2.5	-47	-1.6	-1	2.5	25	-159	0.2
> COCCNC(=S)N1CCc2cc(OC)c(OC)cc2C1COc1ccc(F)cc1 (stereo not drawn)
→ -1.0	-1.8	-0.3	-0.6	-1	2.1	-1	-3.1	2	1	0.0
> Cc1ccc(NC(=O)c2ccc(CN3CC(=O)N4CCCCC4C3=O)cc2)c(C)c1 (stereo not drawn)
→ -1.9	0.2	0.8	-0.2	-1	0.2	6	2.7	4	2	-0.4
> CC12COC3(C(=O)Nc4ccc(F)cc4)CC1CCC32C (stereo not drawn)
→ 0.4	-0.7	0.3	-0.5	-3	4.2	-2	-1.1	1	11	0.0
> COc1ccc(CNC(=O)C(C)N2C(=O)COc3ccc(C)cc32)c(OC)c1 (stereo not drawn)
→ 2.5	-0.9	1.5	-0.1	-1	0.5	-1	-0.1	-4	4	1.5
> COc1ccc(CCNC(=O)CCCn2ncn3c(cc4occc43)c2=O)c(OC)c1
→ -3.2	-1.2	-0.2	0.4	-1	0.7	0	-0.9	-29	2	-2.3
> Cn1cnnc1SCCC(=O)Nc1ccc(Cl)cc1
→ 1.3	-1.1	0.3	0.2	-1	0.1	0	4.3	1	2	-0.8
> O=C(Cn1nc(-c2ccc(Cl)cc2)c2ccccc2c1=O)NN1CCOCC1
→ -0.6	-1.2	x	-0.1	-3	-0.1	-2	-0.1	3	6	-0.4

New compounds follow
Order of results – PG9 binder	ssDAF12 agonist	DAX1 inh-1	DAX1 inh-2	ADAM17 inh	FXN GAA850 act	SMARCA2 activ	hgDAF-12 ag	NPR1 activator	ADAM10 inh	hcDAF12 agonist
> CC/C(=N\NC(=O)c1c(-c2ccccc2)noc1C)c1ccc(C)o1
→ -2.2	-1.4	-1.5	0.4	0	-4.3	-3	0.8	-4	4	-0.9
> CC(C)C(NC(=O)c1ccc(Cl)cc1)C(=O)O (stereo not drawn)
→ 2.0	-0.9	0.5	0.1	-5	1.6	-4	-1.3	3	-11	-0.2
> CCOC(=O)C1(C)CCCN1C(=O)c1ccc(C(=O)OC)cc1 (stereo not drawn)
→ -0.8	-0.9	x	-1.3	-1	-0.7	-3	0.1	0	-1	-0.7
> COc1ccccc1NC(=O)c1cc(-c2ccc(OC)c(OC)c2)nc2ccccc12
→ -0.1	-1.0	0.5	-0.3	-4	-2.7	-2	0.5	4	-3	-0.6
> CCCCCCCCN1C(=O)[C@H](CC(=O)NCCc2ccccc2OC)C[C@@]2(C(=O)OCC)CCC=C12
→ 1.4	-0.6	x	-1.0	0	x	-5	-1.3	2	10	-3.5
> CCCN(CCC)S(=O)(=O)c1cccc(C(=O)Nc2ccc3c(c2)OCO3)c1
→ -3.5	-1.3	-0.3	0.5	3	-1.5	3	-1.2	4	7	-2.8
> COc1cc(-c2[nH]ncc2CN2CCN(Cc3cccs3)CC2)cc(OC)c1OC
→ -0.7	-1.1	1.4	-0.2	-4	-0.6	-3	3.2	-5	-1	-1.6
> CCN(CCCNC(=O)COc1cc(=O)n(C)c2ccccc12)c1cccc(C)c1
→ -1.4	-1.7	-0.2	-0.3	-6	1.4	-4	-2.7	-13	-8	-1.7
> Cc1cccc(COc2ccc(/C=C3/C(=O)N(C)C(=S)N3C)cc2)c1
→ 1.1	-1.9	-1.2	-0.2	-1	2.3	-1	0.4	-1	0	0.5
> Cc1ccc(S(=O)(=O)N2CCC(=O)N(CCOC(=O)NCc3ccccc3)CC2)cc1
→ -1.8	-0.9	x	0.4	-1	x	1	1.5	2	-5	-0.1

(listing goes on)
Order of results – PG9 binder	ssDAF12 agonist	DAX1 inh-1	DAX1 inh-2	ADAM17 inh	FXN GAA850 act	SMARCA2 activ	hgDAF-12 ag	NPR1 activator	ADAM10 inh	hcDAF12 agonist
> CCCOc1ccc(C(=O)Nc2ccc(CN3CCOCC3)cc2)cc1
→ -2.1	-1.8	-0.9	-0.8	2	1.5	-1	-3.0	8	9	-3.8
> Cc1ccc(C(=O)OCc2nnc(-c3ccccc3)o2)cc1S(=O)(=O)N1CCOCC1
→ 3.5	-0.9	-0.8	2.2	-6	1.7	-2	2.8	-1	1	0.3
> Cc1ccc2nc(SC(C)C(=O)NCc3ccco3)[nH]c2c1 (stereo not drawn)
→ 0.1	-0.5	0.0	-0.2	-3	-0.6	1	0.7	-3	-6	3.6
> COCc1cc(C)n(CC(=O)Nc2ccccc2C(=O)OC)c(=O)c1C#N
→ -0.8	-0.4	0.4	0.1	-37	-0.1	2	-2.3	-2	-142	-0.4
> O=c1[nH]ncn1-c1ccccc1C(F)(F)F
→ 1.1	-0.5	0.8	0.1	-4	0.2	-8	0.8	2	1	-0.6
> O=S(=O)(NCCO)c1cccc2cccnc12
→ -0.8	0.0	2.9	-0.3	-3	14*	4	-0.5	3	7	0.2
> COc1ccc(NC(=O)CSc2cc(C(=O)c3nccn3C)c3ccccc3n2)cc1
→ -3.6	-0.3	-1.1	-0.4	0	-0.6	-4	-3.4	-2	7	-2.1
> CC(=O)Nc1ccc(NS(=O)(=O)c2ccc3ccccc3c2)cc1
→ -2.6	-1.5	0.8	0.1	1	-2.8	-2	1.4	-2	2	-2.4
> CCc1nnc(NC(=O)c2ccc3c(=O)n4c(nc3c2)CCC4)s1
→ 0.3	-0.8	4.2*	4.4*	-4	1.8	2	4.5	-3	-17	0.9
> Cc1ccccc1C(=O)NCC(=O)OC(C)C(=O)Nc1cccc(S(=O)(=O)N2CCOCC2)c1 (stereo not drawn)
→ 1.4	-1.3	-0.3	1.3	0	-1.1	3	-0.1	1	-2	-0.6

Next section.
Order of results – PG9 binder	ssDAF12 agonist	DAX1 inh-1	DAX1 inh-2	ADAM17 inh	FXN GAA850 act	SMARCA2 activ	hgDAF-12 ag	NPR1 activator	ADAM10 inh	hcDAF12 agonist
> COc1cc(/C=N/NC(=O)COc2ccccc2C)ccc1OC(=O)c1cccs1
→ -2.0	-1.4	-1.9	0.1	-1	-2.9	-2	1.5	1	5	-0.9
> COC(=O)/C=C1\SC(=NC(=O)c2cccc([N+](=O)[O-])c2)NC1=O
→ 0.5	-0.9	2.1	-0.2	-3	1.0	-3	2.9	-9	-4	-0.7
> Cc1noc(C)c1C(=O)OCC(=O)Nc1ccc(N2CCOCC2)cc1
→ 0.5	-1.2	-0.9	-3.4	2	-0.2	3	0.6	-3	5	-0.7
> Clc1cccc(/C=N/Nc2ncnc3ccccc23)c1
→ -0.8	1.8*	3.6	2.7	-62	3.5	10.0*	13*	-3	-187	11*
> Cc1cccc(NC(=S)NCc2ccco2)n1
→ 0.2	-1.4	3.9	0.2	-2	2.1	-2	-0.8	-1	3	-2.0
> C#CCn1c(S(=O)(=O)Cc2ccccc2Cl)nc(-c2ccccc2)c1-c1ccccc1
→ -0.3	-1.8	0.2	1.1	-4	-1.5	0	1.2	-12	5	-1.7
> COc1ccc(C(C(=O)NC2CCCCC2)N(Cc2ccco2)C(=O)c2ccccn2)c(OC)c1 (stereo not drawn)
→ -2.9	-0.4	0.8	0.4	0	1.1	-3	1.9	0	-9	-0.5

Compounds as they come; 6.8% or so of the library scored in one or more.
